# EPAC1 ag: activates human EPAC1 exchange factor; EPAC1 agonist qHTS, biochemical assay; response scale: 100% = response to 6.5 mM cAMP; Potency, µM (series often up to 154 µM), for the others: at the top dose activation, actives largely listed as activators; actives 0.073% (n = 360,000); further: potency means the concentration at half of the fitted maximal effect; nearly all actives have a fitted effect of over 60% in size
# Target sequence (O95398 whole entry, looked up): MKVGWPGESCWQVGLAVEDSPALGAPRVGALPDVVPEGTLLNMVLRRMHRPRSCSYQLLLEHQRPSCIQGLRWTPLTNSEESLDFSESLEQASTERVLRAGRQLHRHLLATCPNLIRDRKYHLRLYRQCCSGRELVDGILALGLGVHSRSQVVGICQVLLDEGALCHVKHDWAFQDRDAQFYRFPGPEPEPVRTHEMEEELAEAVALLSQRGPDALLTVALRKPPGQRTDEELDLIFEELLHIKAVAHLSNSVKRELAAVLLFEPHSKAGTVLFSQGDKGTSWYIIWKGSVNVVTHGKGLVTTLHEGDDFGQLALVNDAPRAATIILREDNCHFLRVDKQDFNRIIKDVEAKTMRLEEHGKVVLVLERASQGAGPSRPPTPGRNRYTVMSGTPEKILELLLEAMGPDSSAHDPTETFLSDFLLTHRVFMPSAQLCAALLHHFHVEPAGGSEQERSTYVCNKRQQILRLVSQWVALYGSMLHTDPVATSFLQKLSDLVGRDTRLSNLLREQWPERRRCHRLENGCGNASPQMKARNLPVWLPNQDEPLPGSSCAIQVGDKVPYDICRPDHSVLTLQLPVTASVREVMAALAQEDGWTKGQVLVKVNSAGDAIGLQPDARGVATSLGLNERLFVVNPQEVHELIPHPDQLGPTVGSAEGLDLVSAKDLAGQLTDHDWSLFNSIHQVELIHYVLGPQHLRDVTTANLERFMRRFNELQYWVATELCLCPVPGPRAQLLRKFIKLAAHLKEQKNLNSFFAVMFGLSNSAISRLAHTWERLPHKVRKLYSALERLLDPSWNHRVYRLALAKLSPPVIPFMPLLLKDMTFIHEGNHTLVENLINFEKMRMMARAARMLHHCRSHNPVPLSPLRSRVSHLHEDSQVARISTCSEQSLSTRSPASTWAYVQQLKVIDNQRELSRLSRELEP
#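 Nucleotide exchange assay: 100 nM EPAC1 with 250 nM Rap1B loaded with BODIPY-GDP and 50 uM GDP, room temperature. Fluorescence (480/540 nm) read every 5 min for 30 min; signal change normalized to 6.5 mM cAMP as full agonist.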
# PI5P4Ka inh: inhibitors of human PI5P4K alpha; PI5P4Kalpha enzyme, ADP-Glo luminescence, 60 min; active compounds read low; max response, %; actives 1.2% (n = 330,000); active means max response of -50% or lower; inconclusive means between -30% and -50%; inactive means -30% or higher; further: value at the top dose of about 77 µM; on the % scale 0 is the no-effect control and ±100 the full control effect
#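 qHTS, 1536-well: enzyme/substrate mix, compound by pin tool, 5 microM ATP final; RT 60 min; ADP-Glo reagents 1 (45 min) then 2 (30 min); luminescence.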
# Abeta rescue: compounds reversing amyloid beta toxicity in yeast; Potency, µM (series often up to 46.1 µM), inactives show at the highest dose growth rescue, actives largely listed as activators; AID 1347071; yeast expressing A-beta42, growth rescue, OD600, 48 h; response scale: 0% DMSO, 100% iron-clioquinol control; actives 0.063% (n = 410,000); further: potency means the concentration at half of the fitted maximal effect; nearly all actives have a fitted effect of over 55% in size
#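 Yeast A-beta toxicity model in growth medium with pinned compounds, 48 h at 30 C; growth read as absorbance at 600 nm. Normalized to FeCl3/clioquinol equimolar mix (positive) and DMSO (negative).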
# PLK1 PBD block: blocks phosphopeptide binding to human PLK1 polo-box domain; Plk1 PBD binding of FITC phosphopeptide, fluorescence polarization; actives 2.8% (n = 360,000); AID 720504; P53350; Potency, µM, for inactives: max response, negative = inhibition, actives largely listed as inhibitors; further: potency means the concentration at half of the fitted maximal effect; series mostly up to about 57 µM; on the % scale 0 is the no-effect control and ±100 the full control effect; nearly all actives have a fitted effect of over 65% in size
# EPAC1 antagonist: blocks human EPAC1 exchange factor. Potency, µM (doses to about 115 µM), without a hit: at the highest dose activity change, negative = inhibition, most hits filed as inhibitors. EPAC1 GEF assay, Rap1b-BODIPY-GDP exchange fluorescence. AID 720709. actives 0.14% (n = 360,000). O95398;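 further: potency means the concentration at half of the fitted maximal effect; plate controls were vehicle for no effect and positive control for full effect; nearly all actives have a fitted effect of over 50% in size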
# IL2 activator: activators of IL-2. actives 0.065% (n = 360,000). AID 652025. IL-2 activation reporter assay, cell-based qHTS; stimulated with anti-CD3/CD4/CD28 beads; in transgenic mouse T cells. activation, % (series mostly up to about 46 µM); in the data active means activation above about 50%; inconclusive means mostly about 30% to 49%; further: 0% is about no effect
#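 Readout is EGFP and DsRed signal by fluorescent plate cytometry after 18 h at 37 degrees C. Transgenic mouse T cells (750/well) received compound for 60 min before bead stimulation (anti-CD3, anti-CD4, anti-CD28); memory T cells served as non-tolerant control.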
# WRN inhibitor: inhibitors of human WRN helicase | Q14191 | WRN helicase unwinding, fluorescent forked duplex, kinetic | Potency, µM (highest dose often 114 µM), inactives show at the highest dose activity change, negative = inhibition, hits mostly inhibitors | actives 0.46% (n = 360,000); further: potency means the concentration at half of the fitted maximal effect; on the % scale 0 is the no-effect control and ±100 the full control effect; nearly all actives have a fitted effect of over 55% in size
#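 Kinetic fluorescence helicase assay: unwinding of a quenched forked DNA duplex (100 nM final) with 2 mM ATP final raises red fluorescence (525/598 nm). Compounds sat 15 min at room temperature with 20 nM WRN beforehand.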
# FUS suppressor: suppressors of FUS proteinopathy in yeast; Potency, µM (series often up to 76.6 µM), inactives show at the highest dose growth rescue (activation), actives largely listed as activators; actives 0.24% (n = 390,000); AID 1347120; S. cerevisiae FUS-expressing, growth rescue, OD600, 24 h;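 further: potency means the concentration at half of the fitted maximal effect; plate controls were DMSO vehicle for no effect and reference control for full effect; nearly all actives have a fitted effect of over 55% in size; some results filed as inactive show a strong effect at the top dose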
#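 Absorbance at 600 nm, taken 24hr after compound addition, measured rescue of FUS-yeast growth at 30C. Induction used 2% galactose with seeding at OD 0.005. Controls: CP55940 from 92uM final, DMSO only.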
# aSyn rescue: alpha-synuclein toxicity inhibition in yeast. Yeast expressing alpha-synuclein, growth rescue, BacTiter-Glo, 24 h. Potency, µM (doses to about 46.1 µM), without a hit: at the top dose growth rescue (activation), usual class: activators. actives 0.14% (n = 370,000); further: potency means the concentration at half of the fitted maximal effect; % of control where 0% means no effect; nearly all actives have a fitted effect of over 65% in size
#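 Readout is rescue of growth in alpha-synuclein-expressing yeast, so inhibitors of toxicity appear as activators. Growth after 24 hr at 30 deg C in galactose medium is quantified by luminescence.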
# Numbers without * were called inactive; ? = inconclusive; . = not tested or not shown; & = joins results of further samples; [ ] = dose if it differs, or a comment. Unless noted, the call rests on the fitted dose curve; in most records, active means well fitted curve in the direction sought with a large enough effect; inconclusive means small, poorly fitted or top-dose-only effect, or another doubt; inactive means no such curve, though single readings can be large; an effect the other way counts as inactive or inconclusive. Hits appear at their usual frequency (roughly 4.1% active in at least one column).
no.	SMILES	EPAC1 ag	PI5P4Ka inh	Abeta rescue	PLK1 PBD block	EPAC1 antagonist	IL2 activator	WRN inhibitor	FUS suppressor	aSyn rescue
1	C[n+]1cccc(C(=O)O)c1	-1.0%	-0.4	0.0%	-12.4%	8.3%	2.1	-5.0%	-27.1%	-1.3%
2	Oc1c(C(c2ccccc2)N2CCc3ccccc3C2)sc2ncnn12 (stereo not given)	5.8%	-12.5	4.8%	?	-0.7%	-1.1	-3.1%	3.6%	-6.5%
3	Cc1ccc(S(=O)(=O)N2CCOCC2)cc1NC(=O)CSc1ncccn1	-7.9%	-1.4	15.2%	-8.7%	-8.2%	-0.6	-10.0%	8.7%	0.2%
4	CCCN(CC1CC1)S(=O)(=O)c1ccc(-n2cnnn2)c(OC)c1	7.2%	.	3.5%	-8.2%	9.8%	-1.2	10.2%	15.7%	-1.9%
5	CC(=O)c1ccc(NC(=O)CSc2nnc3ccc(-c4ccccn4)nn23)cc1	-7.7%	0.0	4.5%	-7.1%	-16.8%	3.4	-15.2%	-0.2%	1.1%
6	O=S1(=O)N=C2CCCN2C(c2ccc(F)cc2)N1 (stereo not given)	4.4%	-2.5	-5.1%	-5.4%	2.7%	-2.9	15.0%	-2.6%	-3.1%
7	CCn1c(N2CCN(S(=O)(=O)c3ccccc3)CC2)nc2ccccc21	-5.2%	-6.4	-9.3%	-6.6%	-11.5%	-2.8	5.9%	-7.1%	7.4%
8	COc1ccc(CCNC(=O)c2ccccc2OCc2ccccc2)cc1	-0.3%	1.6	-5.3%	-14.5%	-9.1%	-1.2	-17.1%	30.0%	15.8%
9	COCCn1c(N)c(NCc2ccccc2)c(=O)n(CC(=O)Nc2cc(C)ccc2C)c1=O	-3.4%	0.7	8.2%	-2.1%	-2.4%	-0.2	-5.2%	21.1%	-7.4%
10	CCOCCCNC(=O)c1ccc(N(C)S(=O)(=O)c2ccc(OC)cc2)cc1	6.0%	.	-7.7%	-1.9%	14.1%	-3.0	1.5%	19.8%	0.0%
11	Cc1cccc(S(=O)(=O)N(C)C[C@H]2OCc3cn(nn3)CCCC(=O)N([C@@H](C)CO)C[C@@H]2C)c1	-2.3%	-6.2	8.5%	-10.6%	-0.1%	0.4	8.9%	-5.8%	-12.6%
12	COCCn1c(SCC(=O)N(C)c2c(N)n(Cc3ccccc3)c(=O)[nH]c2=O)nnc1-c1cccc(C)c1	9.6%	2.2	-17.5%	-2.6%	-12.6%	1.0	-4.9%	8.7%	7.4%
13	CCOc1cc(NC(=O)CC(C)C)c(OCC)cc1NC(=O)CCn1nnc2ccccc21	0.0%	-0.3	-7.9%	-7.0%	-1.2%	-0.4	-8.8%	15.9%	8.6%
14	COc1ccccc1OCCSc1nc2ccccc2n1CC(N)=O	1.9%	1.4	-3.7%	1.2%	-2.0%	-2.5	-1.4%	20.5%	-10.4%
15	C=CCN(C(=O)c1csnn1)C(C(=O)NC1CCCCC1)c1ccccc1F (stereo not given)	-8.0%	1.5	0.2%	-0.8%	-23.5%	0.8	10.4%	14.6%	2.1%
16	CC(C)(C)C(=O)OCc1nc(-c2ccc(F)cc2)cs1	5.7%	4.0	-10.4%	-0.4%	-14.5%	-0.5	-15.1%	-20.8%	-0.1%
17	N/C(=N\NC(=O)Nc1ccccc1)c1ccccn1	14.9%	1.6	-14.7%	-4.8%	-11.0%	-1.3	-9.9%	0.4%	-1.4%
18	COc1ccccc1CN(Cc1cccnc1)S(=O)(=O)c1ccc(-n2cnnn2)c(OC)c1	10.9%	1.4	19.7%	1.4%	-0.2%	-0.2	-0.3%	29.7%	2.2%
19	Cc1cnc(NC(=O)CN(C)S(=O)(=O)c2ccc(Cl)cc2)s1	3.3%	-2.3	2.3%	-10.4%	-15.1%	1.9	-5.1%	37.3%	-0.5%
20	CCCCNC(=O)c1cc2cc(OC)ccc2[nH]1	6.7%	-13.8	4.2%	-6.4%	2.0%	3.1	-16.4%	2.8%	5.4%
21	NC1=NC(=O)C(=Cc2ccccc2)S1	3.1%	15.5	-13.0%	-5.8%	-19.4%	-1.7	-12.0%	.	-0.7%
22	COc1cccc(N2CCN(C(=O)c3ccc(CS(=O)Cc4ccc(C)cc4)o3)CC2)c1 (stereo not given)	4.6%	0.6	-10.3%	-17.0%	-14.6%	-1.5	7.8%	32.8%	1.7%
23	COc1ccc(N/N=C(\C#N)C(N)=O)cc1	8.7%	-4.2	-5.9%	-16.2%	-12.3%	-1.0	-18.6%[57.1 µM]	9.0%	?
24	Cc1cc(Nc2ccc(C)c(Cl)c2)nc(N2CCOCC2)n1	4.1%	12.1	-11.4%	-1.6%	-4.3%	-3.4	-2.2%	12.2%	-8.6%
25	CCCCCOC(=O)CC(C(=O)OCCCCC)N1CCCCC1 (stereo not given)	-17.2%	7.5	-4.9%	-0.5%	-29.0%	-0.3	-2.0%	44.6%	-11.2%
26	CCOC(=O)C1=C(C)NC(C)=C(C(=O)OCC)C1C(=O)OCC(=O)Nc1ccc(NC(C)=O)cc1	5.5%	-6.1	0.7%	-8.8%	-5.1%	-3.2	10.1%	2.1%	-4.1%
27	C/C(=N/NC(=O)CNC(=O)c1cccs1)c1ccc(Cl)cc1	-0.6%	?	7.3%	-19.6%	6.4%	-2.3	6.7%	9.3%	-3.3%
28	CC1(C(=O)NCc2ccc3c(c2)OCO3)CCN1C(=O)Cc1cccc2ccccc12 (stereo not given)	-6.9%	1.3	19.2%	-5.8%	-7.1%	-0.4	-6.9%	24.2%	12.4%
29	Nc1ccc(N=Nc2ccccc2)c(N)n1	-20.1%	0.6	-17.7%	-3.6%	-3.1%	-0.1	-0.3%	-7.3%	0.3%
30	COC(=O)c1sccc1NC(=O)/C=C\c1ccc(Cl)cc1Cl	-14.8%	8.8	-0.6%	-4.6%	3.7%	-2.5	1.5%	-17.1%	0.9%
31	COc1cc2c(c(OC)c1OC)-c1ccc(N(C)CC(OC)OC)c(=O)cc1[C@@H](NC(C)=O)CC2	5.6%	-2.2	-0.2%	3.1%	14.7%	1.0	0.0%	17.8%	0.2%
32	Cn1cc(S(=O)(=O)CC(=O)Nc2ccc3c(c2)OCO3)c2ccccc21	-0.7%	.	6.3%	-5.0%	10.6%	-3.9	-14.2%	37.1%	0.5%
33	C=C1CN(Cc2ccccc2)S(=O)(=O)c2ccccc21	15.1%	-7.2	8.0%	-8.4%	4.0%	-2.5	-4.4%	0.2%	9.8%
34	COc1ccccc1Nc1nc(-c2sc(NC(=O)C(C)(C)C)nc2C)cs1	-6.6%	-4.7	3.0%	-18.3%	10.5%	1.1	-2.4%	2.2%	8.1%
35	Brc1ccc(OCc2cn3ccccc3n2)cc1	-10.2%	1.4	10.3%	1.4%	-18.6%	-0.3	-4.3%[57.1 µM]	15.1%	0.1%
36	Nn1c(Cc2cccc3ccccc23)nnc1SCCOc1ccc(Br)cc1	5.0%	11.5	0.9%	-4.6%	-16.1%	0.2	-2.9%	.	?
37	CCS(=O)(=O)Nc1cccc(C2=NN(S(=O)(=O)c3ccccc3)C(c3cccs3)C2)c1 (stereo not given)	7.6%	.	7.1%	1.2%	-1.0%	0.3	-1.9%	36.4%	1.7%
38	CCNC(=O)COC(=O)c1csc2c1CCCC2	-5.5%	2.6	1.6%	-3.1%	6.8%	-0.3	-6.3%	.	8.4%
39	CN(c1ccccc1)S(=O)(=O)c1ccc(-c2ccccc2)cc1	10.7%	16.3	-4.5%	9.6%	5.7%	-0.5	-6.1%	4.8%	1.0%
40	N#Cc1ccc2ccn(CC(=O)NC3CCCCC3)c2c1	5.4%	.	2.0%	5.2%	2.4%	-1.5	-6.0%	13.3%	-4.5%
41	c1nc(NCC2CCCO2)c2[nH]cnc2n1 (stereo not given)	8.3%	.	-7.0%	-8.3%	11.7%	-1.7	-0.8%	23.9%	-0.5%&-2.5%&-5.8%
42	NC(=O)c1ccc(-n2nnnc2Oc2ccccc2C(=O)N2CCOCC2)cc1	16.8%	-6.9	9.7%	-3.5%	6.0%	0.1	-25.9%	-16.7%	8.2%
43	Cn1cnnc1Sc1nc2ccccc2nc1NS(=O)(=O)c1ccccc1	-4.7%	.	-9.0%	-11.8%	2.1%	-1.6	-11.0%[57.1 µM]	-0.1%	1.5%
44	O=C(Cc1cccs1)N1CCN=C1SCc1ccc(Br)cc1	9.0%	2.8	-8.7%	-1.8%	-0.7%	-3.5	-35.6%	17.5%	15.3%
45	COc1cccc(CNCC(=O)N2C(C)CCCC2C)c1 (stereo not given)	0.7%	.	-5.5%	-4.6%	-4.0%	-2.7	2.4%	15.3%	3.3%
46	CCC(=O)c1ccc(OCC(O)Cn2nc(C)c(C(C)=O)c2C)cc1 (stereo not given)	12.5%	0.6	-1.3%	?	-11.7%	-0.6	1.1%	-4.2%	0.6%
47	CCNC(=O)n1cc(-n2cncn2)c(-c2ccc(Cl)cc2)n1	0.4%	18.0	7.9%	-13.5%	-3.5%	-0.1	1.7%	6.8%	8.4%
48	COC(=O)c1cc2sccc2n1CC(=O)Nc1cccc(SC)c1	-4.8%	.	9.9%	0.2%	10.5%	-2.0	-15.3%[57.1 µM]	23.6%	-0.2%
49	CC(C)(C)c1ccc(C(=O)CSc2n[nH]c(=O)[nH]c2=O)cc1	-8.5%	0.0	8.9%	0.2%	8.8%	0.0	-1.4%	.	1.4%
50	NC(=O)N1c2ccccc2CC(=O)c2ccccc21	1.8%	8.6	-10.1%	-18.5%	1.8%	-0.3	-4.1%	-27.3%	-2.4%
51	O=C(Nc1nc2ccccc2s1)c1cnccn1	5.1%	.	-2.1%	-5.1%	-18.5%	1.2	-8.8%	-19.2%	-1.8%

# High-throughput results: PubChem, National Center for Advancing Translational Sciences (NCATS)
